Compound activity from PubChem BioAssay.
BB579 growth dn – growth inhibitors of yeast BB579 in restrictive medium, primary screen, yeast lifespan-shortening project, S. cerevisiae. 140,000 compounds, 0.51% hits. OD615, 48 h. AID 804, 2007. inhibition, % at 10 µM;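 active = inhibition above a set limit, 3 SD over the mean compound inhibition, cut at about 44% in these data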; note: inactives centre near -24
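Test system: DeaD yeast strain BB579 / Buffer or medium: restrictive glucose-based CSMM-D medium / Doses: single 10 µM dose / Schedule: 4 h cell preincubation, 48 h compound exposure, 30 °C humidified / Technique: culture absorbance at 615 nm / Controls: amphotericin B positive control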
NPY Y2 blocker – NPY-Y2 receptor antagonists, primary screen, cell-based; Neuropeptide Y receptor type 2 (Homo sapiens), P49146; NPY-Y2 expressing cells, antagonist mode; inhibition, % at 2.7 µM; 140,000 compounds, 0.99% hits; in the data active = inhibition above about 17%;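 note: 0% = vehicle with agonist challenge and 100% = reference antagonist with challenge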
Target sequence (P49146 whole entry, looked up): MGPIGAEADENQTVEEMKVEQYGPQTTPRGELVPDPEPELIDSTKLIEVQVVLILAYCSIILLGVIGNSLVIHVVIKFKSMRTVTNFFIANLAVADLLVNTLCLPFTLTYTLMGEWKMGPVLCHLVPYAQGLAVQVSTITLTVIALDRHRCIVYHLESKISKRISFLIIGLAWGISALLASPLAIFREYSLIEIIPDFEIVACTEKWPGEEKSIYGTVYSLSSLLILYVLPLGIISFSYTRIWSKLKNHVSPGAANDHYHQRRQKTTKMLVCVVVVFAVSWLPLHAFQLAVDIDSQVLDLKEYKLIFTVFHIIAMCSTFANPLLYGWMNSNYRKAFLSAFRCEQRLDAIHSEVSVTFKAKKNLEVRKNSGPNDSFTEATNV
E-sel TNF inh – E-selectin induction blockers in HUVEC – imaging, immunofluorescence, high content, primary screen; HUVEC TNFa-induced E-selectin immunofluorescence; inhibition, % at 2 µM; 120,000 compounds, 0.71% hits;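 active = inhibition above the batch mean plus 3 SD, and confirmed as a hit on visual image review, cut at about 43% in these data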;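 note: 0% = TNF-stimulated DMSO wells and 100% = unstimulated control wells; not every result past the cut was called active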
GALR2 blocker – GALR2 antagonists in receptor-expressing cells, primary screen; antagonist mode; 140,000 compounds, 0.39% hits; inhibition, % at 4 µM; in the data active = inhibition above about 27%;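 note: cells stimulated with galanin 1-16 at roughly its EC80; 0% = agonist challenge control and 100% = basal control without agonist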
Target sequence (O43603 whole entry, looked up): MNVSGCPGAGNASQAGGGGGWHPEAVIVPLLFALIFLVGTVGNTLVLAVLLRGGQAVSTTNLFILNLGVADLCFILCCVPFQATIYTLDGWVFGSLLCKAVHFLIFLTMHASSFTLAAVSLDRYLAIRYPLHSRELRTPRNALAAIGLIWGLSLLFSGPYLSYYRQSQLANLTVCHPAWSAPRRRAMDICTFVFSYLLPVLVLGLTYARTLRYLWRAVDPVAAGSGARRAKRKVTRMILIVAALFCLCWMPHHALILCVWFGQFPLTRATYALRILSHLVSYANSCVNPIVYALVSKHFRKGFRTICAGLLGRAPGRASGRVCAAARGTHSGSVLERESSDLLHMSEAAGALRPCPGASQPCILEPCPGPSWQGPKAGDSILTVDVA
MRP1 act – H69AR viability gain despite doxorubicin, primary screen, MRP-1 activator project, H69AR cells, CellTiter-Glo; viability rescue; viability increase, % at 10 µM; 140,000 compounds, 0.61% hits;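 active = viability gain under doxorubicin at or above a set limit, the compound median plus 3 SD, cut at about 4.7% in these data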;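 note: MRP-1 overexpressing cells given doxorubicin 25 µM after compound pretreatment; 18-22 h compound pretreatment then 72 h with doxorubicin before readout; 0% = doxorubicin-only wells and 100% = vehicle-treated cells without doxorubicin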
Phagocytosis inh – inhibitors of macrophage phagocytosis, primary screen, imaging, J774A.1 cells, IgG beads; J774A.1 macrophage IgG-bead phagocytosis; 110,000 compounds, 0.07% hits; inhibition, % at 5 µM;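 active = inhibition above the mean of the plate negative controls plus 5 SD, cut at about 13% in these data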;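 note: phagocytic index as fraction of beads internalized from green versus red external bead signal; plate controls were DMSO negative control for no effect and cytochalasin-D positive control for full effect; some results beyond the cut were filed as inactive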
Yeast life ext – compounds extending yeast replicative lifespan, primary screen, S. cerevisiae, OD615. S. cerevisiae growth with nicotinamide; deaD strain in restrictive glucose medium. inhibition of the nicotinamide effect, % at 10 µM. 130,000 compounds, 0.68% hits;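 active = inhibition above a set limit, placed 3 SD over the median of all compounds, cut at about 26% in these data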;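 note: 0% = nicotinamide-treated wells and 100% = cells grown without nicotinamide; some compounds called inactive have numbers as strong as hits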
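Assay system: engineered S. cerevisiae DeaD replicative-lifespan strain, galactose-grown log-phase cells; Buffer or medium: CSMM-D glucose medium, restrictive; Probe or stimulus: nicotinamide 1.5 mM; Compound: single dose 10 µM compound, 0.25% DMSO; Schedule: 4 h preincubation then 48 h treatment at 30 °C; Technique: OD615 measurement.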
Measles CPE – compounds protecting cells from measles virus cytopathic effect, primary screen, measles RdRp inhibitor project, single point, MLSMR library, absorbance; Measles virus-infected cells, CPE protection; protection (pct of control), % at 4 µM; 140,000 compounds, 1.5% hits; in the data active = protection mostly above about 24%, no sharp cut-off; inactive = mostly below about 26%; note: some compounds called inactive have numbers as strong as hits
bCat KO growth – primary screen for growth suppressors in beta-catenin knockout HCT116 cells (colon tumor, human); HCT116 beta-catenin knockout viability, CellTiter-Glo, 60 h; stronger effect = lower value; viability, % at 10 µM; 140,000 compounds, 1.5% hits;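 active = viability at or under a set limit, the compound median less 4 SD, cut at about 6% in these data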;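 note: 0% = Hyamine 1622 control at 20 µM and 100% = untreated cell control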
PTEN del growth – growth suppression of PTEN-null HCT116, primary screen, cell-based, CellTiter-Glo. HCT116 PTEN-null viability, 60 h; stronger effect = lower value. viability, % at 10 µM. 140,000 compounds, 1.2% hits;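 active = viability at or below a set limit, 4 SD under the median of all tested compounds, cut at about 3.7% in these data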;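 note: PTEN knockout HCT116 line with beta catenin targeted HCT116 as companion control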
Active calls of the source: *; / = not tested or not shown.

SMILES | BB579 growth dn | NPY Y2 blocker | E-sel TNF inh | GALR2 blocker | MRP1 act | Phagocytosis inh | Yeast life ext | Measles CPE | bCat KO growth | PTEN del growth
O=C(OCCN1C(=O)c2cccc3c(N4CCOCC4)ccc(c23)C1=O)c1ccc(Cl)cc1 | -35 | 13 | -28 | 8 | -3.6 | 17 | -3 | 14 | 16 | 12
Cc1ccsc1/C=N/NS(=O)(=O)c1ccc([N+](=O)[O-])cc1 | -27 | 1 | -14 | 12 | 1.4 | 1 | 15 | 21 | 93 | 97
COC(=O)c1sc2ccccc2c1NC(=O)c1ccc(S(=O)(=O)N2CCCCC2)cc1 | -24 | 1 | / | 0 | -1.4 | -5 | -1 | 4 | 82 | 72
NC(=O)c1cc([N+](=O)[O-])ccc1N1CCCCC1 | -6 | 0 | -1 | -15 | -1.6 | 1 | 1 | 6 | 97 | 93
CCCOc1ccc(/C=N/NC(=O)c2ccc(Cn3cc([N+](=O)[O-])cn3)o2)cc1 | -75 | -3 | 17 | -4 | -0.5 | -1 | -10 | 16 | 103 | 94
N#Cc1nc(COc2ccc(Br)cc2)oc1N1CCN(Cc2ccccc2)CC1 | -54 | 32* | / | -2 | 0.7 | -3 | -1 | 17 | 66 | 67
CCCCC(=O)NC(c1cccc([N+](=O)[O-])c1)c1c(OC(C)=O)ccc2ccccc12 (configuration not stated) | -34 | 5 | -10 | -1 | -0.8 | / | / | 31 | 61 | 56
Cc1ccc2[nH]c(=O)c(CN(CCO)C(=O)NCc3ccccc3)cc2c1 | -13 | / | / | / | -3.2 | -3 | / | 7 | 81 | 89
CCCCCOc1ccc(CSC2=NCCN2)cc1[N+](=O)[O-] | 4 | 5 | / | 5 | -5.0 | -3 | 3 | 10 | 33 | 31
CCc1nc(SCc2ccccn2)c2c(=O)n(C)c(=O)n(C)c2n1 | -29 | 2 | -2 | -10 | -1.7 | / | -2 | 9 | 98 | 98
O=C(CC1NC(=O)NC1=O)Nc1cccc2ccccc12 (configuration not stated) | -52 | 4 | -1 | -13 | -1.0 | 7 | -6 | 8 | 101 | 99
O=C(N/N=C/c1ccc(OCc2ccccc2)cc1)c1cc[n+](Cc2ccccc2)cc1 | -14 | 1 | / | 2 | 2.9 | -5 | -2 | 10 | 93 | 101
Nc1nc(-c2ccc(Cl)cc2)cn1N | -14 | 1 | -8 | -2 | -1.2 | -2 | -4 | 2 | 95 | 100
Cc1[nH]nc(SCC(=O)NCc2ccc(F)cc2)c1[N+](=O)[O-] | -11 | 0 | / | 10 | -1.8 | -8 | -2 | 15 | 104 | 97
O=C(O)CCC(=O)Nc1ccccc1C(=O)NCc1ccccc1 | -18 | -2 | -6 | 21 | 0.5 | -7 | 4 | 13 | 99 | 100
CC(=O)N=c1sc(S(N)(=O)=O)nn1C | -7 | 1 | / | 8 | -0.8 | / | -1 | 7 | 88 | 101
COc1cc(C2NC(=O)c3ccccc3O2)cc(OC)c1OC (configuration not stated) | -52 | -4 | -8 | 2 | -0.7 | 1 | 0 | 2 | 97 | 93
Cc1ccc(NC(=O)Cn2cc3c(n2)CCC(C)C3)cc1 (configuration not stated) | -2 | 6 | -19 | 2 | -0.1 | 0 | -5 | 16 | 96 | 99
CCOC(=O)c1ccc(NC(=O)COc2ccccc2OC)cc1 | -42 | 6 | 18 | 11 | 1.2 | / | -26 | 3 | 114 | 99
CC(C)NC(=O)c1ccccc1S(=O)(=O)c1ccccc1C#N | -14 | 3 | -45 | 4 | 0.5 | 0 | -7 | 4 | 106 | 103

Profiles, quoted from the list. Order of values: BB579 growth dn | NPY Y2 blocker | E-sel TNF inh | GALR2 blocker | MRP1 act | Phagocytosis inh | Yeast life ext | Measles CPE | bCat KO growth | PTEN del growth
NC(=O)c1cc([N+](=O)[O-])ccc1N1CCCCC1 is listed with -6 | 0 | -1 | -15 | -1.6 | 1 | 1 | 6 | 97 | 93
CCCCC(=O)NC(c1cccc([N+](=O)[O-])c1)c1c(OC(C)=O)ccc2ccccc12 (configuration not stated) is listed with -34 | 5 | -10 | -1 | -0.8 | / | / | 31 | 61 | 56
CC(C)NC(=O)c1ccccc1S(=O)(=O)c1ccccc1C#N is listed with -14 | 3 | -45 | 4 | 0.5 | 0 | -7 | 4 | 106 | 103

(list continues)
SMILES | BB579 growth dn | NPY Y2 blocker | E-sel TNF inh | GALR2 blocker | MRP1 act | Phagocytosis inh | Yeast life ext | Measles CPE | bCat KO growth | PTEN del growth
CC(C)(C)C(=O)C(CO)(Oc1ccc(Cl)cc1)n1cncn1 (configuration not stated) | -48 | 3 | -19 | 8 | 0.0 | 0 | 2 | 19 | 102 | 98
Cc1ccc(NC(=O)Cc2nnc(SCC(=O)c3ccc(Br)cc3)n2C)cc1Cl | -50 | 2 | 10 | 0 | 0.5 | 0 | 0 | 13 | 85 | 94
Cc1ccc2nc(NCc3ccccc3)c(C=O)c(=O)n2c1 | -34 | 6 | -13 | -1 | -1.7 | 2 | -1 | 6 | 104 | 100
COc1ccc2c(c1)CCc1c-2n[nH]c1C(=O)O | -33 | -3 | -1 | 2 | -1.4 | -2 | -5 | 5 | 89 | 91
Cc1ccc(C(=O)N/C(=C\c2cccs2)c2nc3ccccc3[nH]2)cc1 | -12 | 2 | / | -3 | -1.9 | -7 | 1 | 2 | 82 | 87
Cc1snc(S(=O)(=O)Cc2ccccc2Cl)c1C#N | -41 | 2 | 1 | 10 | -4.0 | -1 | -23 | 4 | 99 | 95
CN1CCCN(Cc2ccccc2C(F)(F)F)CC1 | 16 | 2 | -22 | 6 | -3.5 | 0 | -18 | 12 | 90 | 106
CN(C(=O)c1ccccc1NC(=O)C(F)(F)F)c1ccccc1 | -21 | -1 | -42 | 0 | 0.0 | / | -2 | 4 | 98 | 104
O=C(NCC1COc2ccccc2O1)Nc1ccccc1F (configuration not stated) | -8 | -2 | 22 | 5 | -1.1 | -1 | -15 | 5 | 101 | 111
COc1ccccc1Nc1nc2ccc(C)cc2cc1C#N | -55 | 2 | -55 | -2 | -2.8 | / | 3 | 8 | 89 | 97
Cn1cccc1Cc1nnc(SCC(=O)N2CCOCC2)n1-c1ccc(F)cc1 | 11 | 0 | / | 8 | -0.9 | 0 | -9 | 3 | 84 | 97
Cc1nc(-c2ccccc2)sc1C(N)=O | -44 | 1 | -18 | -14 | 0.3 | -1 | -13 | 9 | 88 | 92
CCSc1nc2c(c(=O)[nH]c(=O)n2C)n1CC(O)COc1ccccc1C (configuration not stated) | -16 | 2 | -10 | -10 | -3.2 | 0 | -20 | 8 | 86 | 68
O=C(NNc1c2ccccc2nc2ccccc12)c1ccccc1O | -43 | -7 | / | -1 | -1.4 | -1 | 1 | 38 | 42 | 43
COC(=O)CN(c1ccc(OC)c(OC)c1)S(C)(=O)=O | -14 | 1 | 13 | 3 | -0.2 | 1 | -3 | 7 | 94 | 102
COc1ccc(C(c2nnnn2Cc2ccccc2)N2CCN(c3nc4ccccc4s3)CC2)cc1 (configuration not stated) | -33 | 5 | 69* | 6 | -2.1 | 0 | 1 | 12 | 69 | 63
OC(COCc1ccc2c(c1)OCO2)CN1CCN(Cc2ccccc2)CC1 (configuration not stated) | -14 | 0 | 26 | -2 | -0.9 | 1 | -1 | 5 | 91 | 103
COc1ccc(/C=N/NC(=O)CCN2CCN(c3ccccc3)CC2)c(OC)c1OC | -16 | -1 | 4 | -6 | 1.6 | -13 | -6 | 7 | 90 | 89
CCOc1cc(C(c2c(C)[nH][nH]c2=O)c2c(C)[nH][nH]c2=O)ccc1OS(=O)(=O)c1ccc(C)cc1 | -7 | -3 | / | -8 | -4.4 | -1 | -6 | 17 | 54 | 70
Cc1ccc(NS(=O)(=O)c2cc(C(=O)N3CCc4ccccc4C3)ccc2Cl)cc1 | -17 | 6 | -20 | 1 | -2.6 | 0 | -3 | 7 | 64 | 55
Cc1ccccc1N=Cc1cccc(O)c1O | 97* | 2 | 12 | 2 | -3.0 | -2 | -11 | 12 | 58 | 63
O=C(Nc1ccccc1C(=O)NCc1ccco1)c1ccccc1 | -12 | 1 | -20 | 4 | -1.1 | -3 | -15 | 13 | 106 | 94
C=CCc1cccc2cc(C(=O)OCC)c(=O)oc12 | -36 | 1 | -16 | 4 | -1.0 | -3 | -8 | 13 | 98 | 104
CCc1ccc(NC(=O)COC(=O)CCc2nc3cc(S(=O)(=O)N(CC)CC)ccc3n2C)cc1 | -30 | -2 | / | -11 | -1.8 | 2 | 0 | 22 | 89 | 82
COc1ccc(N2CCN(C(=O)c3cc(N4C(=O)C5C6CCC(C6)C5C4=O)ccc3Cl)CC2)cc1 (configuration not stated) | -3 | -3 | 9 | -12 | -1.5 | -3 | -5 | 16 | 92 | 83
O=C(Nc1cccc(F)c1)c1ccc(-c2ccccc2C(F)(F)F)o1 | -42 | 5 | / | 5 | -0.4 | / | -6 | 4 | 88 | 83
CC(=O)NC(Cc1ccccc1)C(=O)N1CCN(C(=O)c2cccs2)CC1 (configuration not stated) | 16 | -1 | 5 | 17 | -0.7 | -3 | -9 | 50 | 103 | 97
O=C(Nc1ccc2nc(-c3ccc4nc[nH]c4c3)[nH]c2c1)c1cccs1 | -36 | 2 | -32 | 1 | -1.2 | 1 | -8 | 16 | 96 | 102
O=C(NCc1nc2ccccc2[nH]1)c1cccc(S(=O)(=O)N2CCCC2)c1 | -41 | 0 | 1 | 6 | 0.3 | -1 | 0 | 13 | 90 | 98
CCOc1ccc2[nH]c(=O)c(CN(CC3COCCO3)C(=O)C3CC3)cc2c1 (configuration not stated) | -13 | 0 | 24 | 0 | -2.1 | / | 1 | 6 | 95 | 98
Cn1c(=O)c(Oc2cc(Cl)cc(Cl)c2)nc2ccccc21 | -31 | 1 | 6 | -4 | -0.8 | 0 | -9 | 14 | 92 | 85
CCC1(CC)Cc2ccccc2C(Nc2c(C)n(C)n(-c3ccccc3)c2=O)=N1 | -37 | 4 | 13 | -12 | -1.4 | 5 | -9 | 1 | 94 | 102
CC(C)(C)c1ccc(O)c(/C=N\O)c1 | -13 | -3 | -4 | -13 | -3.6 | / | -6 | 10 | 82 | 81
c1ccc(CCN2CN(CCCN3CCOCC3)c3nc4ccccc4n3C2)cc1 | -74 | -2 | -38 | 8 | -2.1 | 0 | 2 | 2 | 86 | 94
CCn1c2ccccc2c2cc(/C(C)=N/O)ccc21 | -23 | 0 | 35 | -8 | 1.3 | 0 | -17 | 4 | 83 | 77
CCOc1cccc(N2C(=O)CC(N3CCN(c4ccc(S(=O)(=O)CC)cc4)CC3)C2=O)c1 (configuration not stated) | -43 | -1 | 9 | -8 | -0.1 | 0 | -6 | 6 | 99 | 111
